Screening data from PubChem.
All columns: NCI-60 one-dose screen, growth in % after 48 h at 10 µM unless noted; 100 = growth as untreated, 0 = no growth, -100 = all killed.
MCF7 = MCF7 breast cancer; AID 1794796; actives 6.3% (n = 82,000)
MDA-MB-231 = MDA-MB-231 breast cancer; actives 5% (n = 81,000)
K-562 = K-562 leukemia; actives 7.4% (n = 78,000); AID 1794777
MDA-MB-435 = MDA-MB-435 melanoma | AID 1794794 | actives 7.8% (n = 82,000)
SR = SR leukemia cells. actives 8.7% (n = 73,000)
MOLT-4 = MOLT-4 leukemia cells. AID 1794779. actives 6.9% (n = 80,000)
BT-549 = BT-549 breast cancer | actives 4.4% (n = 78,000)
MDA-MB-468 = MDA-MB-468 breast cancer. actives 8.5% (n = 78,000)
* hit, by the source's call; . = no result given; & = joins results of further samples. Rule for the calls: active = growth percent below 10; inactive = the rest.

SMILES	MCF7	MDA-MB-231	K-562	MDA-MB-435	SR	MOLT-4	BT-549	MDA-MB-468
CC(C)c1ccc(-c2cnc3nonc3n2)cc1	11	38	6.4*	24	6.9*	-12*	7.6*	21
COc1ccc(C2=CC(c3ccc(OC)cc3Br)N3C(C)=CSC3=N2)cc1 (centres undefined)	86	86	91	97	.	66	101	94
CC(C)NS(=O)(=O)c1cccc(-c2ccc3c(=O)n(CCCN)c4c(c3c2)C(=O)c2ccccc2-4)c1	101	108	88	107	78	96	100	111
CCOC(=O)c1nn(C2CCCCO2)c2ccc(NC(=O)CSc3nc4ccccc4[nH]3)cc12 (centres undefined)	86	80	88	103	75	74	84	110
COC12C=C/C(=C(/C(=O)OCc3cncnc3)C(=O)CCCCCCCCC3(OC)C=C/C(=C(/C(=O)OCc4cncnc4)C(=O)CCCCCCCC1)O3)O2	3.8*	5.9*	-17*	-50*	-36*	-13*	-10*	-40*
Fc1ccc2nc(Cl)c(Cn3nnnc3SCc3ccccc3)cc2c1	78	78	95	105	86	97	93	102
CCN(CC)c1ccc2c(C)cc(=O)oc2c1	109	104	105	100	92	101	85	100
CCN(CC)CCOc1ccc2c(c1O)C(=O)c1ccccc1C2=O	82	83	72	94	63	72	.	80
COc1ccc(-c2cnc3ncnn3c2-c2cc(OC)c(OC)c(OC)c2)cc1O	95	102	.	95	79	115	99	109
N#Cc1c(-c2ccc(Cl)cc2)nc2c(nnn2-c2ccc(S(N)(=O)=O)cc2)c1N	86	76	.	97	83	82	101	103
O=[N+]([O-])c1cccc(C2NC(Cl)=C(Cl)c3c2sc2c(F)cccc32)c1 (centres undefined)	95	92	82	109	84	85	99	105
N#Cc1cn(-c2cccnc2Cl)c(C(=O)c2ccc(F)cc2)c1N	101	104	105	106	114	94	103	94
COc1ccc(NC(=O)Cn2nncc2CN2C(=O)CSC2=O)cc1	93	112	108	107	81	108	115	107
O=c1oc2ccccc2cc1-c1ccccc1	.	99	102	106	100	90	87	107
O=C1C(OCCOc2ccccc2)=C(OCCOc2ccccc2)C(=O)c2ccccc21	64	71	66	76	60	83	27	73

Single records (already shown):
CCN(CC)CCOc1ccc2c(c1O)C(=O)c1ccccc1C2=O is listed with MCF7 = 82; MDA-MB-231 = 83; K-562 = 72; MDA-MB-435 = 94; SR = 63; MOLT-4 = 72; BT-549 = .; MDA-MB-468 = 80
COC12C=C/C(=C(/C(=O)OCc3cncnc3)C(=O)CCCCCCCCC3(OC)C=C/C(=C(/C(=O)OCc4cncnc4)C(=O)CCCCCCCC1)O3)O2 is listed with MCF7 = 3.8*; MDA-MB-231 = 5.9*; K-562 = -17*; MDA-MB-435 = -50*; SR = -36*; MOLT-4 = -13*; BT-549 = -10*; MDA-MB-468 = -40*

Carrying on:
SMILES	MCF7	MDA-MB-231	K-562	MDA-MB-435	SR	MOLT-4	BT-549	MDA-MB-468
Cc1cc(S(=O)(=O)O)cc(C)c1N	97	99	119	114	98	114	108	107
O=c1oc2ccccc2cc1C1=NN(c2ccccc2)C(c2cn(-c3ccccc3)nc2-c2ccc(Cl)cc2)C1 (centres undefined)	48	87	97	105	115	113	94	83
Cc1ccc(Nc2nc(Cl)nc3ncn(C)c23)c(C)c1	98	98	111	99	93	97	102	107
Nc1cc(-c2ccc(Cl)cc2)nn1-c1nc(-c2ccc(Cl)cc2)cs1	88	92	100	98	82	94	98	103
O=C(NCCN1CCOCC1)C(Cl)Cl	97	100	106	97	91	102	108	106
NC(=O)c1nn(-c2ccccc2)nc1N1CCCCC1	99	108	103	101	.	106	116	105
CC1(C)COC(c2cc3c(cc2Br)OCO3)OC1	91	94	80	106	88	99	105	112
CCOC(=O)C(C)(NC(=O)c1ccccc1)C(=O)OCC	98	.	108	105	.	114	108	92
Nc1ncnc2c1ncn2CCOc1nc(-c2ccc(F)cc2)cc(-c2ccco2)n1	94	111	96	108	95	100	136	98
O=C(c1ccc(Cl)cc1)C1[C@H](c2ccccc2Br)[C@@H](c2ccccc2)NC12C(=O)Nc1ccccc12 (some centres undefined)	-4.3*	8.2*	3.7*	-47*	.	2.6*	48	-46*
Cc1[nH]c2ccccc2c1CCNC(=O)c1ccc(-c2cnc[nH]2)cc1	87	94	108	100	118	103	87	95
Clc1ncnc2[nH]ccc12	103	102	99	108	102	98	119	105
CCc1ccc(C2C3=C(NC(C)(C)NC3Nc3cccnc3)OC2C(=O)c2ccc(N=[N+]=[N-])cc2)cc1 (centres undefined)	103	107	120	105	120	110	97	127
CN(C)/N=N/c1nc[nH]c1C(N)=O	93&94&94	78&88&82	66&52	97&105&92	89&82&65	71&80&67	119&102&110	81&91&64
Nc1ncnc2c1ncn2C1OC(COP(=O)(O)O)C(O)C1O (centres undefined)	101	102	119	.	111	109	113	102
CCC(C)OC(=O)c1cc(-c2ccc(OC)cc2)nc2ccccc12 (centres undefined)	91	95	91	97	90	96	103	100
CC(C)c1ccc(NCc2cn(-c3ccc(C(=O)O)cc3)nc2-c2cc(C(F)(F)F)cc(C(F)(F)F)c2)cc1	75	92	80	91	101	72	102	102
NC(=O)c1cc(N)nc(N)n1	110	121	116	110	.	123	102	118
CCOC(=O)c1[nH]c(C)c2c1CCc1cncnc1-2	88	95	121	115	.	172	116	113
CC(=O)Nc1ccc(-n2cnc3cc(-c4ccc(O)cc4)ccc32)c(C(F)(F)F)c1	35	73	47	56	49	67	67	29
COc1ccc(OC)c(C2C3=C(CC(C)(C)CC3=O)N(c3ccc(Cl)c(Cl)c3)C3=C2C(=O)CC(C)(C)C3)c1	98	107	87	106	92	97	110	107
Cc1ccc(NCc2cn(-c3ccc(C(=O)O)cc3)nc2-c2ccc(C(=O)O)cc2)cc1	94	108	102	107	103	105	108	120
CC1(n2nnnc2N2CCCN(c3ncccc3N)CC2)CCC1	95	100	88	99	79	99	99	93
COC(=O)CCNc1ccccc1C(=O)OC	103	89	130	121	118	110	90	104
Clc1ccc(-c2ccc(N3CCCC3)nn2)cc1	36	.	94	107	98	96	86	94
O=C1/C(=C/c2ccc(Br)cc2)Oc2cc(O)ccc21	83	84	91	104	100	94	99	111
O=C(Cc1ccccc1)NNc1nc(NCCc2c[nH]c3ccccc23)nc(N2CCN(C(c3ccccc3)c3ccccc3)CC2)n1	98	77	92	102	78	78	110	113
C/C(=N\NC(=S)Nc1ccccc1)c1sc(Nc2ccc(O)cc2)nc1C	81	67	.	84	56	12	67	61
CS(=O)(=O)Nc1cc(-c2ccc3ncnc(Nc4ccc5c(cnn5Cc5ccc(F)cc5)c4)c3c2)cnc1Cl	14	33	49	45	34	21	9.3*	.
CC/C(=C\c1ccc(O)c(O)c1)C(=O)NC1CCOC1O (centres undefined)	90	95	94	97	.	88	104	98
CC(=O)Nc1nc2ccc(NS(=O)(=O)c3cccc4c(N(C)C)cccc34)cc2s1	81	91	99	98	92	109	103	92
CCCCNP1(NCCCC)=NP(NCCCC)(NCCCC)=NP(NCCCC)(NCCCC)=NP(NCCCC)(NCCCC)=N1	-7.1*	-21*	-26*	6.7*	-52*	-39*	45	.
Nc1ccc(CCCCc2ccc(Cl)cc2Cl)cc1	95	89	76	94	77	68	87	103
Cc1cc(N)cc(C)c1-c1c(Br)cc(N)cc1Br	27	43	8.6*	-44*	10.0*	35	36	-28*
COc1cc2nc(N(C)CCCNC(=O)C3CCCO3)nc(N)c2cc1OC (centres undefined)	106	108	94	106	79	99	94	109
CCN(Cc1ccc(CN(CC)C(=O)C(Br)Br)cc1)C(=O)C(Br)Br	24	28	27	22	.	34	36	18
COc1ccc(-c2nc3cnccn3c2Nc2ccc(OC)c(OC)c2)cc1	98	104	105	94	94	94	101	.
COc1cccc(-c2nc(-c3ccc(NC(C)=O)cc3)[nH]c2-c2ccnc(Br)c2)c1	16	88	55	.	72	51	98	55
N=C(N)SCc1nc2cc(Cl)ccc2s1	85	90	103	106	.	101	102	101
CC1O[C@@H](c2ccccc2)OC2COC(c3ccccc3)OC12 (some centres undefined)	110	96	106	110	83	95	100	100
O=C(/C=C/c1ccc(Cl)cc1Cl)c1cccc(OCCCCOc2cccc(C(=O)/C=C/c3ccc(Cl)cc3Cl)c2)c1	102	95	111	104	124	102	124	95
CC1=CC(=O)/C(=C/N2CCNC2=S)C(=O)O1	101	117	90	104	87	101	103	115
O=C1c2ccccc2C(=O)N1c1ncn[nH]1	102	110	95	110	50	99	110	112
CCCCOC(=O)c1ccc(NC(=O)CCCCl)cc1	91	81	60	106	93	85	83	105
O=C(NCC1Cc2cccc(-c3ccncc3)c2O1)c1csc2c1CCCC2 (centres undefined)	103	85	95	96	89	93	101	103
O=C(NCC1CC1)NC(=O)c1c(F)cccc1Cl	99	109	92	106	112	95	113	113
c1csc([C@@H](CC2CCCCC2)c2ccc3ccccc3c2)c1	97	108	104	102	94	103	109	109
N#Cc1ccc(N)cc1OCCCN1CCOCC1	110	91	118	115	105	101	101	97
Cc1cc(Cl)ccc1OC(C)C(=O)Nc1nnc(C2CC2)s1 (centres undefined)	112	95	120	102	.	108	116	.
CC(/C=C/c1ccccc1)=N/NS(=O)(=O)c1ccc([N+](=O)[O-])cc1	97	110	100	112	86	83	106	114
Cc1ccc(C2=Nc3c(N)nc(N)nc3NC(c3cccc(Nc4ccnc5cc(C(F)(F)F)ccc45)c3)C2)cc1 (centres undefined)	6.9*	35	8.5*	-40*	-8.2*	1.9*	94	15
COc1cc(/C(C)=N/NC(=O)c2ccncc2)ccc1O	31&92	116&98	101	110&106	98&86	92&91	101&91	110
COc1ccc(C(C)(C)C#N)cc1	95	112	129	113	91	95	106	109
O=c1c2ccccc2nc(-c2ccccc2)n1-c1ccc(S(=O)(=O)Nc2ncccn2)cc1	83	98	91	112	91	87	82	105
N#CC12C(=O)NC(=O)C1(C#N)C2C(=O)c1ccccc1 (centres undefined)	103	110	110	111	118	106	95	114
COc1cc2oc(-c3cccc(NC(=O)c4ccc(C)cc4)c3)cc(=O)c2c(OC)c1OC	61	56	33	56	.	40	55	71
O=C1/C(=C/c2ccc([N+](=O)[O-])o2)Oc2ccc(Cl)cc21	-25*	-62*	-30*	-73*	5.5*	-12*	-53*	-34*
CC1(c2ccc(Cl)cc2)Nc2ccccc2-c2ccnn21 (centres undefined)	95	87	101	112	84	86	91	112
CCCCCCCC/C=C\CCCCCCCC(=O)OCC1CCCO1 (centres undefined)	98	108	92	106	105	101	108	98

Among those listed so far, 21 have a Cl atom.
SMILES	MCF7	MDA-MB-231	K-562	MDA-MB-435	SR	MOLT-4	BT-549	MDA-MB-468
Fc1ccc2nc(Cl)c(Cn3nnnc3SCc3ccccc3)cc2c1	78	78	95	105	86	97	93	102
N#Cc1c(-c2ccc(Cl)cc2)nc2c(nnn2-c2ccc(S(N)(=O)=O)cc2)c1N	86	76	.	97	83	82	101	103
O=[N+]([O-])c1cccc(C2NC(Cl)=C(Cl)c3c2sc2c(F)cccc32)c1 (centres undefined)	95	92	82	109	84	85	99	105
N#Cc1cn(-c2cccnc2Cl)c(C(=O)c2ccc(F)cc2)c1N	101	104	105	106	114	94	103	94
O=c1oc2ccccc2cc1C1=NN(c2ccccc2)C(c2cn(-c3ccccc3)nc2-c2ccc(Cl)cc2)C1 (centres undefined)	48	87	97	105	115	113	94	83
Cc1ccc(Nc2nc(Cl)nc3ncn(C)c23)c(C)c1	98	98	111	99	93	97	102	107
Nc1cc(-c2ccc(Cl)cc2)nn1-c1nc(-c2ccc(Cl)cc2)cs1	88	92	100	98	82	94	98	103
O=C(NCCN1CCOCC1)C(Cl)Cl	97	100	106	97	91	102	108	106
O=C(c1ccc(Cl)cc1)C1[C@H](c2ccccc2Br)[C@@H](c2ccccc2)NC12C(=O)Nc1ccccc12 (some centres undefined)	-4.3*	8.2*	3.7*	-47*	.	2.6*	48	-46*
Clc1ncnc2[nH]ccc12	103	102	99	108	102	98	119	105
COc1ccc(OC)c(C2C3=C(CC(C)(C)CC3=O)N(c3ccc(Cl)c(Cl)c3)C3=C2C(=O)CC(C)(C)C3)c1	98	107	87	106	92	97	110	107
Clc1ccc(-c2ccc(N3CCCC3)nn2)cc1	36	.	94	107	98	96	86	94
CS(=O)(=O)Nc1cc(-c2ccc3ncnc(Nc4ccc5c(cnn5Cc5ccc(F)cc5)c4)c3c2)cnc1Cl	14	33	49	45	34	21	9.3*	.
Nc1ccc(CCCCc2ccc(Cl)cc2Cl)cc1	95	89	76	94	77	68	87	103
N=C(N)SCc1nc2cc(Cl)ccc2s1	85	90	103	106	.	101	102	101
O=C(/C=C/c1ccc(Cl)cc1Cl)c1cccc(OCCCCOc2cccc(C(=O)/C=C/c3ccc(Cl)cc3Cl)c2)c1	102	95	111	104	124	102	124	95
CCCCOC(=O)c1ccc(NC(=O)CCCCl)cc1	91	81	60	106	93	85	83	105
O=C(NCC1CC1)NC(=O)c1c(F)cccc1Cl	99	109	92	106	112	95	113	113
Cc1cc(Cl)ccc1OC(C)C(=O)Nc1nnc(C2CC2)s1 (centres undefined)	112	95	120	102	.	108	116	.
O=C1/C(=C/c2ccc([N+](=O)[O-])o2)Oc2ccc(Cl)cc21	-25*	-62*	-30*	-73*	5.5*	-12*	-53*	-34*
CC1(c2ccc(Cl)cc2)Nc2ccccc2-c2ccnn21 (centres undefined)	95	87	101	112	84	86	91	112
